High-throughput results as filed in PubChem BioAssay.
Fh CTSL1 inh: counter-screen for PFM18AAP inhibitors: inhibitors of F. hepatica cathepsin L1 | recombinant F. hepatica cathepsin L1, Z-Leu-Arg-MCA fluorescence | inhibition, % at 5.96 µM | actives 0.49% (n = 300,000);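 active = inhibition above the mean of all tested compounds plus 3 SD, set per screening campaign, cut at about 17% in these data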;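 note: 0% = plate median of test compound wells and 100% = 1 µM Z-Phe-Ala-diazomethylketone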
PAFAH2 inh: inhibitors of human PAFAH2; recombinant PAFAH2, FP-rhodamine activity probe, fluorescence polarization; inhibition, % at 3.39 µM; actives 0.99% (n = 340,000); AID 492956;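 active = inhibition above the mean over all tested compounds plus 3 SD, cut at about 30% in these data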;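 note: inhibitors block probe labeling of enzyme so polarization drops; 0% = enzyme with DMSO and 100% = wells lacking PAFAH2 protein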
PP5 inh: PP5 (human) phosphatase inhibition; P53041; purified PP5c, OMFP substrate fluorescence; inhibition, % at 6.7 µM; actives 0.18% (n = 320,000); AID 1987;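 active = inhibition above the campaign's mean inhibition across all tested compounds plus 3 SD, cut at about 9.5% in these data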;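 note: 0% = DMSO only and 100% = 100 µM cantharidin control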
Target sequence (P53041 whole entry, looked up): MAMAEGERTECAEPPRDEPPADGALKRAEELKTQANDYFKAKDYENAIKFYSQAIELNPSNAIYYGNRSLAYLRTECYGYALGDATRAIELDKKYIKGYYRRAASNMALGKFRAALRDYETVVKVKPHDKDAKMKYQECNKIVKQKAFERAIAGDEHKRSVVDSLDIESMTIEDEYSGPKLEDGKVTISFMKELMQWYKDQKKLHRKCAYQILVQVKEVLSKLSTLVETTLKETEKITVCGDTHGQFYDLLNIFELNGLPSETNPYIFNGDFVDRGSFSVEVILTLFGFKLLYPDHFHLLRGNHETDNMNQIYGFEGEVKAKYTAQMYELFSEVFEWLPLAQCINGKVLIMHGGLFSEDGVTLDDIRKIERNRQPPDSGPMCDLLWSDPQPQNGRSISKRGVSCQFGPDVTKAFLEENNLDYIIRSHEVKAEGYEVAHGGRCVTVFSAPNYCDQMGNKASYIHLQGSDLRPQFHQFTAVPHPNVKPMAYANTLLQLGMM
TPT1 inh: blocks Candida albicans tRNA 2'-phosphotransferase | recombinant caTPT1, FP RNA substrate dephosphorylation | actives 0.81% (n = 300,000) | inhibition, % at 5 µM | AID 1962;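 active = inhibition above the mean of all tested compounds plus 3 SD, set per screening campaign, cut at about 24% in these data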;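 note: plate controls were DMSO alone for no effect and ferristatin control at 100 nM for full effect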
HCV core dimer: HCV core protein dimerization inhibition | inhibition, % at 5 µM | TR-FRET GST/Flag-core106 dimerization, 1536-well | actives 0.33% (n = 300,000);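 active = inhibition above the mean of all tested compounds plus 3 SD, set per screening campaign, cut at about 45% in these data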
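Assay system: GST-tagged and Flag-tagged HCV core protein residues 1-106 / Times: compound-protein-antibody incubation 4 h at 22.5 °C / Signal: time-resolved FRET, ex 340 nm, em 617 and 671 nm / Evaluation: % inhibition based on acceptor/donor emission ratio / Benchmarks: wells lacking GST-core106 and wells with excess unlabelled core106 / Repeats: singlicate, one well per compound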
PP1 inh: PP1-alpha (human) inhibition in PP5 counter-screen. inhibition, % at 6.7 µM. AID 2235. purified PP1alpha, OMFP fluorescence. actives 0.9% (n = 320,000);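 active = inhibition above the mean inhibition of all tested compounds plus 3 SD, computed separately for each screening campaign, cut at about 15% in these data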
Target sequence (P62136 whole entry, looked up): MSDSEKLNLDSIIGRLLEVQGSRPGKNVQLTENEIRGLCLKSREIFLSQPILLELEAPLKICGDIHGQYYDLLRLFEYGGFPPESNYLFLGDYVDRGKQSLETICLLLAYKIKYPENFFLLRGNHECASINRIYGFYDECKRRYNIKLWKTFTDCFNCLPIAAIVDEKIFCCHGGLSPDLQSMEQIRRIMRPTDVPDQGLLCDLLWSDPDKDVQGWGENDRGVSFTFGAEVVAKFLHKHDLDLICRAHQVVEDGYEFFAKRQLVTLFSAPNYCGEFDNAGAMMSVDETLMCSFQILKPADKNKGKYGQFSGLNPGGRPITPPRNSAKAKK
proCasp3 act: activates human procaspase-3; P42574; recombinant procaspase-3 D3A, Ac-DEVD-pNA absorbance 405 nm; activation, % at 8.5 µM; actives 0.11% (n = 330,000); AID 463141;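 active = activation above the mean of all tested compounds plus 3 SD, cut at about 21% in these data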;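 note: 0% = DMSO alone and 100% = DMSO wells spiked with extra 5 µM PC-3 D3A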
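Assay system: Autoprocessing-dead procaspase-3 D3A mutant enzyme; also added: Ac-DEVD-pNA; doses: one concentration, 8.5 µM nominal, 0.8% DMSO; times: 1 h compound preincubation, 2 h substrate hydrolysis at 25 °C; technique: 405 nm absorbance of p-nitroaniline, reads at 0 and 120 min; measure: % activation between DMSO and enzyme-spiked controls; repeats: single replicate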
AHR act: human AHR activation; AID 2796; AHR-responsive luciferase reporter cells, luminescence; actives 2.5% (n = 320,000); P35869; activation, % at 5 µM; in the data active = activation above about 47%;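 note: 0% = vehicle wells and 100% = reference agonist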
proCasp7 act: counter-screen for procaspase-3 activators: activators of human procaspase-7. P55210. recombinant procaspase-7, Ac-DEVD-pNA absorbance 405 nm; D23A/D198A/D206A triple mutant, cannot self-cleave; scale: DMSO 0, 5 µM enzyme 100. activation, % at 8.5 µM. actives 0.093% (n = 330,000);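 active = percent activation above the screen-wide mean plus 3 SD, cut at about 25% in these data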
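Detection: p-Nitroaniline absorbance at 405 nm, read at 0 and 120 min; system: Uncleavable procaspase-7 mutant enzyme; evaluation: % activation from two-timepoint absorbance difference, scaled to controls; times: 1 h enzyme–compound preincubation and 2 h substrate reaction, both 25 °C; buffer or medium: Zinc-free HEPES pH 7.4 with 300 mM NaCl, 0.01% Triton X-100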
* marks the source's active call; other numbers are inactive results; / = no result given.

SMILES	Fh CTSL1 inh	PAFAH2 inh	PP5 inh	TPT1 inh	HCV core dimer	PP1 inh	proCasp3 act	AHR act	proCasp7 act
CSc1nnc2c3ccccc3n(CCc3ccccc3)c2n1	-1.6	-2.8	2.8	-3.1	6.7	1.1	4.7	-5.8	7.3
S=C(c1ccc(Br)cc1)N1CCCC1	3.5	-2.3	1.7	-0.2	7.2	0.9	-3.7	0.1	-5.2
CCOc1ccc(N(CC(=O)NCC2CCCO2)S(=O)(=O)c2ccc(OC)c(OC)c2)cc1 (configuration not stated)	2.7	0.7	-1.5	3.8	-1.7	-1.0	0.4	-0.4	7.0
O=C(CSc1nnnn1-c1ccc(Cl)c(C(=O)O)c1)NC(c1ccccc1)c1ccccc1	-4.5	-0.1	-0.4	-0.1	4.5	0.0	-5.8	0.6	3.5
COc1ccc(-c2oc3ncnc(NCCCO)c3c2-c2ccc(OC)cc2)cc1	5.9	11.4	3.0	1.3	-2.6	-1.1	3.9	2.7	6.9
Cc1ccc(C(=O)NC2CC2)cc1S(=O)(=O)N1CCOCC1	/	4.7	1.0	/	/	-4.5	1.3	0.1	4.8
COC(=O)c1nn(-c2ccc(OC)cc2)c(=O)cc1Oc1cccc(Cl)c1	-3.5	4.1	-0.4	-1.8	-3.5	-1.5	-13.0	0.7	6.1
COc1cccc(NC(=O)N2CCCC2C(=O)Nc2cc(C)ccc2OC)c1 (configuration not stated)	-2.5	11.1	1.2	-1.6	11.8	-0.5	-8.8	0.6	1.7
O=C(N/N=C/c1cccnc1)c1ccc([N+](=O)[O-])cc1Cl	-2.8	7.4	1.7	-3.1	-2.0	-1.7	8.5	3.3	3.0
CCN(C(=O)CSc1nnc(-c2ccncc2)n1C)C1CCS(=O)(=O)C1 (configuration not stated)	-4.0	-1.3	3.4	-0.8	-7.1	0.1	4.3	1.8	1.9
CC(Oc1ccccc1)C(=O)Nc1nnc(S(=O)(=O)Nc2ccccc2)s1 (configuration not stated)	-3.2	4.8	0.9	-0.4	2.5	1.9	4.0	-2.6	-2.8
c1ccc(-c2nnc(SCCC3OCCCO3)o2)cc1	-0.2	5.0	0.9	-3.7	-2.0	-5.5	3.7	6.0	6.3
CC(C)(C)NC(=O)C(c1cccs1)N(CC1CCCO1)C(=O)Cn1nnc(-c2cccs2)n1 (configuration not stated)	0.1	-3.9	-1.8	0.0	5.8	-5.4	-6.5	0.6	0.6
CCN(CC)C(=O)CSc1nc2ccc(NC(=O)CSc3nccn3C)cc2s1	-1.8	3.5	2.1	1.9	9.7	1.5	-7.2	10.0	3.6
Cc1ccc(NCC(=O)N=Nc2c(O)n(C)c3ccccc23)cc1	12.1	1.6	0.7	-2.9	1.4	-2.5	-2.4	49.2*	1.1
CC(C)OC(=O)CC1C(=O)NCCN1C(=O)COc1ccc(C(C)(C)C)cc1 (configuration not stated)	-0.5	-3.6	1.4	-0.5	1.0	-0.5	3.7	-2.0	2.4
Clc1ccc(OCc2nc(-c3ccncc3)no2)c(Cl)c1	-0.3	12.2	5.4	3.5	-0.1	2.3	13.4	0.5	-1.0
COc1ccc(C(=O)N2CCOC2CNC(=O)C(=O)NCc2ccc(Cl)cc2)cc1 (configuration not stated)	1.0	-5.4	-1.2	-1.1	4.1	1.2	6.2	-1.4	3.3
CCCCCC(=O)Nc1cccc(C2=NOC3(C2)C[C@H](C(N)=O)N(C(=O)c2ccccc2)C3)c1 (some centres not stated)	3.7	2.0	-0.8	-0.9	9.7	-3.6	-14.8	-1.8	-5.7
OCCOCCn1c(C2CCCN2c2nc(-c3ccc(F)cc3)cs2)nc2cc(Cl)c(Cl)cc21 (configuration not stated)	3.8	-5.8	5.4	-0.9	-4.7	4.4	-17.4	28.9	-16.8
O=C(Cc1cccc([N+](=O)[O-])c1)Nc1cccc(C(=O)N2CCOCC2)c1	/	6.0	/	/	/	/	5.8	-1.0	8.8
O=C(NNC(=S)Nc1ccccc1)c1cccnc1	2.2	-4.0	1.9	0.3	-13.0	-3.5	2.5	1.7	0.0
O=C(CN1C(=O)S/C(=C\c2ccc(F)cc2)C1=O)NC1C=CS(=O)(=O)C1 (configuration not stated)	0.8	-1.6	3.1	0.6	3.6	-1.4	3.3	-0.1	-6.3
CCN1C(=O)[C@@H]2[C@@H](c3ccc(-c4ccc(Cl)c(Cl)c4)cc3)N3CCC[C@@]3(C(=O)OC)[C@@H]2C1=O	/	-10.9	/	/	/	/	-1.1	0.3	5.4
C/C(=N\NC(=O)c1ccc2c(c1)OCO2)c1ccc(C(=O)O)s1	2.1	-1.5	1.5	0.5	-1.8	0.0	3.8	12.4	2.9

More structures follow.
SMILES	Fh CTSL1 inh	PAFAH2 inh	PP5 inh	TPT1 inh	HCV core dimer	PP1 inh	proCasp3 act	AHR act	proCasp7 act
CCc1ccc2[nH]c3nc(N/N=C/c4ccc(O)cc4O)nnc3c2c1	2.8	13.7	1.4	-0.6	8.5	16.8*	-1.9	83.3*	1.7
COC(=O)c1ccccc1NC(=O)COC(=O)c1ccc(C)c(NC(=O)c2ccco2)c1	-4.3	19.7	0.8	-1.8	-3.0	1.7	12.4	-1.4	-3.8
N#CC1=C(N)N2C(=C(C#N)C13CCCCC3)SC1CCCCC12O (configuration not stated)	1.9	9.0	6.5	-0.3	1.7	7.0	3.2	32.1	2.1
COc1ccc(CCNc2cc(C)nc3c(-c4ccc(Cl)cc4)c(C)nn23)cc1OC	0.3	1.2	2.1	-1.3	-1.9	-5.2	-1.4	31.2	-0.6
Cc1cccc(OCC(=O)NNS(=O)(=O)c2ccccc2F)c1	0.8	-2.8	-0.1	3.7	7.7	-1.0	-5.5	0.7	-7.2
N#Cc1nc(COc2ccccc2Cl)oc1NCc1cccnc1	0.0	-1.9	-1.3	6.1	2.5	1.0	-1.0	1.7	-8.7
O=C(CSc1nnc(Cc2cc(=O)[nH]c(=O)[nH]2)n1-c1ccc(F)cc1)N1CCCCC1	2.4	-6.2	0.4	-2.4	-4.3	-2.4	3.3	1.0	-5.0
COC(=O)c1cc(S(=O)(=O)NCC2CCN(Cc3cccc(F)c3)CC2)cn1C	-0.4	3.4	2.2	-1.4	-2.2	3.5	0.5	-2.0	7.0
Fc1ccc(Oc2nccc(-c3ccc(Cl)cc3)n2)cc1	-1.5	-0.3	3.7	-3.9	-0.4	-0.3	-3.6	-5.3	1.2
CCOC(=O)c1sc2nc(C)nc(Nc3ccccc3)c2c1C	-1.4	-7.3	1.8	-1.6	7.9	1.1	-5.7	-2.8	5.1
COc1ccc(NS(=O)(=O)c2ccc(Oc3ncccn3)cc2)cc1	-0.6	2.7	0.5	-2.1	4.0	-0.6	-4.0	0.7	7.5
CC(C)(C)CC(=O)Nc1ccc(S(=O)(=O)N2CCCC2)cc1	1.2	3.8	-3.1	-4.3	-6.8	-1.2	-3.9	3.7	4.8
CCOC(=O)c1sc2nc(C)nc(SCC(=O)NC(C)CCc3ccccc3)c2c1C (configuration not stated)	-0.7	-0.9	2.0	25.0*	-30.3	-1.3	4.2	-1.9	4.0
Cc1ccc(-n2nc3c(N4CCC(C(=O)N5CCCCCC5)CC4)nnc(C)c3c2C)cc1	1.2	-0.7	-0.3	7.7	19.3	3.5	1.2	-1.3	7.7
N#Cc1cnn(Cc2ccc(Cl)cc2)c1N	-2.8	-7.2	3.6	-1.8	-2.1	0.7	-11.1	3.5	-3.1
Cn1cc(C(=O)N/N=C/c2cc(Br)cs2)c2ccccc21	-5.9	/	-1.5	1.4	-0.7	-2.4	0.7	50.3*	-0.7
COc1ccccc1N1CCN(CCc2n[nH]c(=S)n2-c2ccccc2)CC1	2.9	-1.9	-2.4	-2.2	-3.2	-3.5	-6.1	2.2	-7.8
CCCCN(C)C(=O)CSc1nc(NCc2ccc(OC)cc2)c2ccccc2n1	-3.0	6.8	4.1	1.6	10.4	4.1	-8.8	-1.3	-5.2
CCOc1ccc(-c2cccc(NC(=O)c3ccc(Br)o3)c2)nn1	1.8	5.1	2.7	0.7	-3.1	-3.3	2.8	27.3	3.7
O=C(COC(=O)C1C2CC3OC(=O)C1C3C2)Nc1ccc(Br)cc1 (configuration not stated)	1.4	78.7*	0.6	4.1	-7.6	-1.7	5.1	2.0	4.0
CCn1c(CCNC(=O)c2cccs2)nnc1SCC(=O)c1ccc(OC)cc1	1.6	-1.3	2.2	1.6	1.6	-3.6	-15.3	5.2	-165.3
COc1ccccc1NC(=O)CSc1ccc(-c2ccc(-n3cccn3)cc2)nn1	3.1	-2.7	2.8	-3.0	1.0	-1.5	2.5	2.6	5.2
CC(=O)Nc1ccc(SCC(=O)Nc2cc(C(C)(C)C)nn2-c2ccccc2)cc1	-4.9	3.9	1.4	-1.0	4.6	-2.1	-2.0	2.0	-3.7
CCCCOC(=O)c1ccc(NC(=O)c2c(Cl)ccc(Cl)c2OC)cc1	0.7	-17.8	5.9	5.4	-1.1	4.9	-5.9	0.3	2.9
O=c1cc(CN2CCN(c3ccccc3)CC2)nc2scc(-c3ccccc3)n12	-6.1	-3.0	1.4	11.7	46.3*	-0.8	6.3	14.6	5.7

Following part:
SMILES	Fh CTSL1 inh	PAFAH2 inh	PP5 inh	TPT1 inh	HCV core dimer	PP1 inh	proCasp3 act	AHR act	proCasp7 act
COc1ccccc1-n1c(SCC(=O)O)nnc1-c1ccc(S(=O)(=O)N2CCCCC2)cc1	1.2	5.5	1.6	-2.4	-0.8	1.9	0.5	-3.1	-0.2
CCN1C(=O)[C@H]2[C@@H](c3ccc(-c4ccccc4)c(OC)c3)N[C@@](Cc3ccccc3)(C(=O)OC)[C@H]2C1=O	0.4	2.8	3.6	-1.6	10.4	0.3	-2.1	2.8	2.8
CCN(C(=O)COC(=O)c1[nH]c(C)c(C(C)=O)c1C)C1CCS(=O)(=O)C1 (configuration not stated)	0.8	4.6	0.5	-1.4	3.7	-3.5	-4.5	-0.5	2.4
Cc1ccn2c(CNCCn3nc(C)cc3C)c(C(=O)N3CCCCCC3)nc2c1	-2.5	-2.1	-0.5	3.0	-0.6	-1.4	7.3	0.1	12.6
Cc1ccc(NC(=O)c2ccc(OC(=O)c3cc4ccccc4o3)cc2)cc1	-0.7	-4.1	-1.0	-0.9	6.2	-3.0	1.3	15.1	-0.2
O=C(CCOc1ccccc1)OCC(=O)c1cc2ccccc2o1	-26.3	2.9	0.7	10.6	42.0	-0.7	0.5	9.9	1.7
CN(C)c1nc(Nc2ccccc2)nc(Oc2ccc(=O)[nH]n2)n1	-1.4	4.9	2.2	-1.2	3.9	-2.2	-2.1	2.4	-1.1

The order is random. Share with any hit: about 5.6%.
